High-throughput results: PubChem BioAssay, The Scripps Research Institute Molecular Screening Center
MITF inh: MITF inhibitors, primary screen, biochemical, AlphaScreen, human; Microphthalmia-associated transcription factor (Homo sapiens), O75030; 0.91% of 650,000 active; AlphaScreen MITF homodimerization, bead proximity signal; inhibition, % at 2.6 µM; in the data active means inhibition above about 50%;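 further: 0% = vehicle wells with protein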
GPR151 ag: activators of human GPR151, primary screen, cell-based, PathHunter beta-arrestin, luminescence | PathHunter beta-arrestin GPR151 cells | activation, % at 11.2 µM | 1% of 650,000 active; in the data active means activation above about 4.9%;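 further: 0% = median of compound wells and 100% = cells with positive control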
Target sequence (Q8TDV0 whole entry, looked up): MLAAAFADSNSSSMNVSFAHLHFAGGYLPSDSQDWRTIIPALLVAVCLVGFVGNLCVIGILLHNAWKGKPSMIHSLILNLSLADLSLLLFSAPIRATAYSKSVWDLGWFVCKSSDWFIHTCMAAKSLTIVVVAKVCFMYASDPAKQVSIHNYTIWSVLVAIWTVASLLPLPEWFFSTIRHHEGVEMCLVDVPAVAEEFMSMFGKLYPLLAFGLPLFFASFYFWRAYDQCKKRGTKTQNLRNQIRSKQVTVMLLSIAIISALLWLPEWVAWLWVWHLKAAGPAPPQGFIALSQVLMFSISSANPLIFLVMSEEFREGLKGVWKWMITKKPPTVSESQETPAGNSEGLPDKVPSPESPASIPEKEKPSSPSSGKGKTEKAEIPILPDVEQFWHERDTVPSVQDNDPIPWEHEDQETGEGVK
TEAD-YAP inh: TEAD-YAP interaction inhibition, primary screen, TEAD-YAP interaction inhibitor project, luminescence, HEK-TIYL cells | 1.4% of 640,000 active | AID 1259422, 2018 | TEAD-Gal4/YAP UAS-luciferase luminescence | inhibition, % at 9.12 µM; in the data active means inhibition above about 32%;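 further: 0% = median of test compound wells and 100% = reference inhibitor wells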
FBW7 activator: FBW7 E3 ligase activators, primary screen, biochemical, AlphaScreen, human; 0.13% of 650,000 active; AID 1259310, 2017; normalized activity (activation), % at 26.1 µM; F-box/WD repeat-containing protein 7 (Homo sapiens), Q969H0; AlphaScreen FBW7–phospho-cyclin E peptide binding, activator screen; in the data active means normalized activity above about 1.9%;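 further: purified mutant Fbw7 with reduced substrate affinity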
Target sequence (Q969H0 whole entry, looked up): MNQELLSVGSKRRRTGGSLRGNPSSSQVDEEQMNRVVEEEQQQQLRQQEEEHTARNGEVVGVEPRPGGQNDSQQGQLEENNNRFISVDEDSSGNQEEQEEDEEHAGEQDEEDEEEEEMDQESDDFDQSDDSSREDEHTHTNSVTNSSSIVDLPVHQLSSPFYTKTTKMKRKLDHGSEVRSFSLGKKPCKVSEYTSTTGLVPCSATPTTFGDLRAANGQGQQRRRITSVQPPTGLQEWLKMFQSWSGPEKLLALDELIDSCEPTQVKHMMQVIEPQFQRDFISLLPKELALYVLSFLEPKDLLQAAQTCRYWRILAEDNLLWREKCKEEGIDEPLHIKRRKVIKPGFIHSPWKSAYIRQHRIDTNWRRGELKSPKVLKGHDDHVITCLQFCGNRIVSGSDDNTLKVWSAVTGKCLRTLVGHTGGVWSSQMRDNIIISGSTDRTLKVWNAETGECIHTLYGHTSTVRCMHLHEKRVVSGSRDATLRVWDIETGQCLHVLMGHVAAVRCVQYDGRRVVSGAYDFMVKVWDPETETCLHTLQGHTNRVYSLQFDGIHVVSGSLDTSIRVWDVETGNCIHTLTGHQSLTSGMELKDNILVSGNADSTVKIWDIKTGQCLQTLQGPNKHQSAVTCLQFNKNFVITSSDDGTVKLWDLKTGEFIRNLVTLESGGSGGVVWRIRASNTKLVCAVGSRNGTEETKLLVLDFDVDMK
* = called active by the depositor.

SMILES	MITF inh	GPR151 ag	TEAD-YAP inh	FBW7 activator
CSc1nc2c(c(=O)[nH]1)C(c1ccc(Cl)cc1)C1=C(CCCC1=O)N2 (centres undefined)	14	-1.0	10	0.2
Cc1nnc(SCC(=O)NC2CC2)n1C	1	0.9	-2	-0.1
CCCCCOc1ccc(NC(=O)C(=O)NCCN2CCOCC2)cc1	11	-0.7	7	0.4
CC(C)(C)c1nnc(Nc2ccc(Cl)c(Cl)c2)[nH]c1=O	15	-0.5	1	0.0
CN(CC(=O)NC1CCCC1)c1nnc(N2CCCC2=O)s1	3	6.1*	-1	0.8
O=C(NCc1ccco1)C(=O)Nc1ccccc1Br	8	-0.4	-53	-0.2
CCOc1cccc(C2CC(c3ccc(Cl)cc3)=NC(c3ccc(OC)c(Br)c3)N2)c1O (centres undefined)	1	-0.7	10	-0.2
O=C(Nc1ccc(C(=O)N2CCCC2)cc1)c1ccccc1[N+](=O)[O-]	-4	-0.3	13	-0.1
O=C(Nc1ccccc1)C1CC(=O)N(CCc2ccccc2)C(=Nc2cc(Cl)cc(Cl)c2)S1 (centres undefined)	-4	1.1	5	0.3
CCc1nnc(NC(=O)c2sc3nc(C)cc(COC)c3c2N)s1	6	0.0	-44	0.2
Cn1nnc2c(Nc3cccc4ccccc34)ncnc21	4	1.6	-12	0.1
Cc1ccc2cc(S(=O)(=O)ON3C(=O)c4ccccc4C3=O)ccc2c1	6	0.0	8	0.1
Cc1cccc(-c2nc(CCNS(=O)(=O)c3ccc4c(c3)OCCO4)cs2)c1	2	-0.9	6	-0.2
C=CCSc1nnc2c(n1)OC(c1c(C)nn(-c3ccccc3)c1Cl)N(C(C)=O)c1ccccc1-2 (centres undefined)	6	-0.3	6	0.2
COc1ccc(NC(=O)CSC2CCCCC2)cc1	2	1.9	-48	0.1
COc1ccc(COCC(O)CNCCCn2ccnc2)cc1 (centres undefined)	83*	-3.5	-1	0.0
OCCC1CN(CCCc2ccccc2)CCN1Cc1ccc(F)cc1 (centres undefined)	-11	-0.4	4	-0.2
O=S1(=O)CCC(S(=O)(=O)Nc2ccccc2)C1 (centres undefined)	5	-0.9	2	0.0
COC(=O)c1ccc(CSc2nnc(C)s2)cc1	-9	-1.2	-78	0.0
COC(=O)c1cnn(C(=O)c2ccncc2)c1N	-3	-1.8	0	0.1
O=C(Nc1cccnc1Cl)C1CC(c2ccc(F)cc2)=NO1 (centres undefined)	-5	0.6	6	0.2
C/C(CCc1ccc2c(c1)OCO2)=N\NC(=O)C(N)=O	1	-0.5	-4	0.1
CCC(COC)NC(=O)CCN1Cc2cc(C)ccc2OC(C)C1 (centres undefined)	-13	0.2	-1	-0.1
Cc1cccc(NC(=O)C(=O)NCCOc2ccccc2)c1	6	2.3	-12	-0.1
CS(=O)(=O)c1ccccc1C(=O)NCc1cccnc1	0	0.4	0	-0.3

More structures:
SMILES	MITF inh	GPR151 ag	TEAD-YAP inh	FBW7 activator
CC(C)CCSc1nc2c(c(=O)[nH]c(=O)n2C)n1CCCc1ccccc1	13	-0.9	6	0.0
O=C(/C=C/c1ccccc1)NCCCn1ccnc1	-26	-0.8	-6	0.1
CC(=O)c1cccc(NS(=O)(=O)c2cc([N+](=O)[O-])ccc2C)c1	-4	-0.7	3	0.0
Cc1cnc(NC(=O)c2cc(-c3ccncc3)nc3c(C)c(Cl)ccc23)s1	10	-1.5	-4	0.6
O=C(Nc1cccc2ccccc12)C1CCCN1S(=O)(=O)c1ccc(Cl)s1 (centres undefined)	-13	-0.3	5	0.3
CC1=C(C)CC(C(=O)Nc2ccc(S(=O)(=O)N3CCOCC3)cc2)C(C(=O)O)C1 (centres undefined)	-5	0.1	-7	0.0
C=CCNC(=O)c1ccc(C)nc1N1CCOCC1	5	0.0	-4	0.5
COc1cc(OC)cc(C(=O)Nc2nc3c(OC)ccc(Cl)c3s2)c1	8	0.6	5	0.0
Cc1cc2nc(C(F)(F)F)cc(-c3cccs3)n2n1	-10	-0.8	-2	0.0
Cc1cccc(NC(=S)NC23CN4CN(CN(C4)C2)C3)c1C	0	-0.7	1	-0.1
CCN(c1ccccc1)c1nnc(NC(=O)Nc2cc(C)ccc2C)s1	13	-0.5	1	0.3
CC(NS(=O)(=O)c1ccccc1)C(c1cccs1)N1CCN(C)CC1 (centres undefined)	-10	-0.3	-10	-0.2
Fc1ccc(Nc2nc(-c3ccccc3F)nc3ccccc23)cc1Cl	3	-0.6	3	0.0
COc1ccc(-c2cc(C(=O)NC3CCCCCCC3)c3ccccc3n2)cc1	10	-1.0	3	0.5
Cc1nn(C)c(C)c1NC(=O)CN1C(=O)[C@@H]2CCCN2C(=O)c2ccccc21	-9	1.1	-10	0.3
CO[C@H]1[C@H](NC(=O)c2ccsc2)c2ccccc2C12CCN(Cc1ccncc1)CC2	-3	1.5	0	-0.1
Cc1cnc(C(=O)Nc2nnc(C)s2)cn1	34	-1.4	-1	-1.2
O=C(c1cc2ccccc2oc1=O)N1CCN(c2cccc(Cl)c2)CC1	4	0.4	0	-0.1
COC1=C/C(=C/c2sc(=S)n(CO)c2O)C=CC1=O	-10	0.8	6	-0.1
CCOC(=O)COc1cc(OCC(=O)OCC)c2c3c(c(=O)oc2c1)CCC3	28	0.0	12	0.1
CCOc1ccccc1NC(=O)c1c(NC(=O)C23CC4CC(CC(C4)C2)C3)sc2c1CCC(C)C2 (centres undefined)	18	0.4	12	0.0
CCOC(=O)CN(C)C(=O)CCc1nnc(Cc2cccc(C(F)(F)F)c2)o1	-7	-0.6	-48	-0.2
Cc1ccc(SCC(=O)NCc2ccncc2)cc1	15	-2.6	1	0.3
CCOc1ccc(N(CC(=O)NC(C)C)S(=O)(=O)c2ccc(OC)c(OC)c2)cc1	-7	-0.2	5	-0.1
CCOC(=O)C1CCC(CN(Cc2ccccc2Cl)S(=O)(=O)c2ccc(F)c(C)c2)CC1 (centres undefined)	-10	-0.8	-4	-0.2

Molecules listed so far containing a thiophene ring, fused or not, in the order listed:
SMILES	MITF inh	GPR151 ag	TEAD-YAP inh	FBW7 activator
CCc1nnc(NC(=O)c2sc3nc(C)cc(COC)c3c2N)s1	6	0.0	-44	0.2
O=C(Nc1cccc2ccccc12)C1CCCN1S(=O)(=O)c1ccc(Cl)s1 (centres undefined)	-13	-0.3	5	0.3
Cc1cc2nc(C(F)(F)F)cc(-c3cccs3)n2n1	-10	-0.8	-2	0.0
CC(NS(=O)(=O)c1ccccc1)C(c1cccs1)N1CCN(C)CC1 (centres undefined)	-10	-0.3	-10	-0.2
CO[C@H]1[C@H](NC(=O)c2ccsc2)c2ccccc2C12CCN(Cc1ccncc1)CC2	-3	1.5	0	-0.1
CCOc1ccccc1NC(=O)c1c(NC(=O)C23CC4CC(CC(C4)C2)C3)sc2c1CCC(C)C2 (centres undefined)	18	0.4	12	0.0

3 of the compounds above, as a markdown table:
| smiles | MITF inh | GPR151 ag | TEAD-YAP inh | FBW7 activator |
| --- | --- | --- | --- | --- |
| CC1=C(C)CC(C(=O)Nc2ccc(S(=O)(=O)N3CCOCC3)cc2)C(C(=O)O)C1 (centres undefined) | -5 | 0.1 | -7 | 0.0 |
| C=CCNC(=O)c1ccc(C)nc1N1CCOCC1 | 5 | 0.0 | -4 | 0.5 |
| COc1cc(OC)cc(C(=O)Nc2nc3c(OC)ccc(Cl)c3s2)c1 | 8 | 0.6 | 5 | 0.0 |

The results go on:
SMILES	MITF inh	GPR151 ag	TEAD-YAP inh	FBW7 activator
Cc1ccc(OCC(=O)N/N=C\c2ccc(O)cc2O)c([N+](=O)[O-])c1	9	0.9	-5	-0.1
Cc1ccc(-c2nc3ccccc3o2)cc1N	9	-4.9	-33	0.1
CCc1c(C)nc(N2CCN(CC(=O)N3CCOCC3)CC2)[nH]c1=O	-6	-0.4	-7	-0.2
Cc1sc(NC(=O)CN(CCc2ccccc2)C(=O)C2CCC2)c(C(N)=O)c1C	11	-0.8	5	0.2
CCOC(=O)C1=C(C)N=c2s/c(=C\c3ccc(OCc4ccc(Cl)cc4Cl)cc3)c(=O)n2C1c1ccc(OC)c(OC)c1 (centres undefined)	-2	2.4	-5	0.0
O=C1NC(c2ccc(O)cc2)C(C(=O)c2cccnc2)C(O)(C(F)(F)F)N1 (centres undefined)	-17	-0.3	3	-0.1
COC(=O)[C@@H](NC(=O)c1cc(Cc2ccc3c(c2)OCO3)no1)c1ccccc1	-10	0.9	-44	0.1
COc1cc(OC)nc(Oc2cccc(C)c2C=O)n1	4	0.3	0	0.2
Cc1ccc(Oc2ccc(C(=O)O)cc2)cc1C	18	-7.4	-1	0.2
CN(C)c1cccc(C(=O)NCC2CCCO2)c1 (centres undefined)	18	0.0	-16	0.0
CCn1cc(C(=O)NC2CCCCC2C)c(=O)c2ccc(C)nc21 (centres undefined)	17	-2.0	3	-0.1
COc1cccc(/C=C/C(=O)OCc2ccc([N+](=O)[O-])cc2)c1OC	3	-0.4	0	-0.1
O=C(Nc1ccccc1F)c1ccccc1Cl	7	-2.0	-12	0.0
COc1ccc(C)cc1NC(=O)Nc1ccc(Br)cc1F	38	0.2	-1	0.1
O=C(CSc1nc2ccccc2o1)N1CCCCC1	7	-1.5	-19	0.0
CC(=O)Oc1ccc(Nc2ccccc2)cc1	10	0.6	-8	-0.2
FC(F)(F)c1ccc(Cn2cnc3c(NCc4cccnc4)nc(N4CCN(c5ccccn5)CC4)nc32)cc1	-4	-0.7	-1	0.2
O=C(CNS(=O)(=O)c1ccccc1)OCc1ccc(C(=O)c2ccccc2)cc1	-10	-1.0	1	-0.3
CCN1CCc2ccc(NC(=O)CCc3ccccc3OC)cc2C1	-8	2.1	-15	-0.1
C=CCC1CCCCC12NC(=O)N(C1CCCCC1)N2 (centres undefined)	18	-1.3	3	0.1
CC(C)(C)C(=O)CN1CCN(S(=O)(=O)c2ccc(Cl)cc2)CC1	-8	-0.2	8	0.0
CCOC(=O)C1=C(C)Nc2nnnn2C1c1cc(Br)c(OC)c(OC)c1 (centres undefined)	3	1.0	53*	0.9
COC(=O)c1ccc(NC(=O)Cn2nnc(-c3ccncc3)n2)cc1	0	-0.7	3	-0.3
CCN1CCc2c(sc(NC(=O)c3ccc(S(=O)(=O)N(CC)CC)cc3)c2C(=O)OC)C1	6	0.0	-9	0.1
O=C(Nc1ccc(-c2nc3ccccc3c(=O)o2)cc1)c1cccc(Br)c1	-11	0.4	4	-0.1

Next section.
SMILES	MITF inh	GPR151 ag	TEAD-YAP inh	FBW7 activator
Cc1cc(C)n(C(=O)c2ccc(C)o2)n1	16	-1.9	-6	0.4
Nc1nnc(SCC(=O)N2CCCC2)s1	8	-1.4	4	-0.1
CCCN(CCC)c1ncnc2c1cnn2-c1ccc(OC)cc1	6	2.6	-50	0.2
Cc1cccc(OCC(=O)O/N=C(\N)c2ccccc2Cl)c1C	-1	1.7	-17	0.1
N#C/C(=C/c1ccc(-c2ccc(F)cc2)o1)C(=O)N1CCCCC1	-3	-1.0	-30	0.1
CCOc1ccc(NC(=O)COc2ccc(C)cc2Br)cc1	7	-1.3	-2	-0.1
CN(Cc1ccn[nH]1)C(=O)CC1C(=O)NCCN1CC(c1ccccc1)c1ccccc1 (centres undefined)	2	-0.8	-7	-0.1
CCCCOC(=O)Nc1nnc(SCC(=O)Nc2nnc(C(C)C)s2)s1	3	-1.6	11	-0.1
O=[N+]([O-])c1cc(C(F)(F)F)ccc1N1CCC(O)CC1	-18	-0.7	7	0.1
CCOc1ccccc1C(=O)Nc1cccc(Cl)c1	9	2.7	0	0.1
Cc1onc(-c2ccccc2)c1C1=N/C(=C\c2ccc([N+](=O)[O-])cc2)C(=O)O1	19	2.3	2	0.2
CC(C)C(=O)Nc1ccc(C(=O)Nc2ccc(Br)cc2F)cc1	16	3.9	-21	-0.1
Cc1ccc(S(=O)(=O)Nc2ccc(Br)cc2C(=O)c2ccc(Cl)cc2)cc1	5	-1.0	0	-0.2
CCn1c(Nc2ccc(C)cc2)nc2c1c(=O)[nH]c(=O)n2C	9	-0.7	-1	0.0
CCOC(=O)C1=C(CSc2nc(CC)c(C)cc2C#N)OC(N)=C(C#N)C1c1ccccc1I (centres undefined)	6	-0.8	7	0.0
COC(=O)CCS(=O)(=O)c1ccc(Oc2ccc(S(=O)(=O)CCC(=O)OC)cc2)cc1	1	5.7*	14	-0.1
COc1ccc(CCNC(=O)NC2CC(=O)N(c3ccc(F)cc3)C2)cc1 (centres undefined)	3	-0.4	3	-0.2
CN(C)CC(=O)NCC1Cc2cccc(-c3ccccc3C(F)(F)F)c2O1 (centres undefined)	13	-1.9	5	0.4
COc1cc(C(=O)Oc2ccc(Br)cc2C(=S)N2CCOCC2)cc(OC)c1OC	3	1.0	-6	0.0
Cc1ccc(-c2cc(C(F)(F)F)n3ncc(C(=O)NCc4ccccc4)c3n2)cc1	-4	-0.7	-8	0.2
COc1cc(/C=C/C(=O)N=c2sccn2C)ccc1OC(F)F	8	-0.2	-41	0.1
Cn1cnnc1SCc1nc2ccccc2s1	0	-1.4	-8	0.1
CC(NC(=O)Nc1ccccc1O)(C(F)(F)F)C(F)(F)F	20	-0.2	10	0.0
COC(=O)c1[nH]c2ccccc2c1CN	1	-1.6	5	0.1
Cc1cc(C(=O)CCC(=O)O)c(C)s1	3	-1.5	5	0.8
Cc1[nH]n(-c2ccc([N+](=O)[O-])cc2)c(=O)c1C=NCCN1CCN(C(=O)c2ccccc2)CC1	-5	-7.6	9	-0.1
Cc1ccc(C)c(CS(=O)(=O)CC2Nc3ccc(C(=O)O)cc3NC2=O)c1 (centres undefined)	8	1.7	-6	-0.2
